Source: PubChem BioAssay
JMJD2C inh: blocks human GASC-1 demethylase activity | GST-JMJD2C(1-420) H3K9me3 demethylation, DELFIA europium | inhibition, % at 2.35 µM | actives 0.069% (n = 330,000) | AID 2099;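 active = more than half of a compound's replicate wells show inhibition beyond 50%, single wells judged on their own value; inconclusive = some, but no more than half, of replicates pass 50% inhibition; inactive = no replicate passes 50% inhibition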;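 also: signal counts dimethyl H3K9 product captured on neutravidin plate; 0% = median of DMSO wells and 100% = 0.3 times that DMSO median; strong numbers were not always called active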
RPL19A TOR yeast: alters RPL19A-GFP fluorescence in TOR pathway yeast screen; S. cerevisiae RPL19A-GFP strain, flow cytometry, 3 h; hits give low values; percent response vs DMSO, % at 10 µM; actives 0.3% (n = 330,000);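 active = percent response vs DMSO below 50%; inconclusive = fewer than 70 events counted for the yeast strain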;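 also: median channel GFP fluorescence of the barcoded RPL19A-GFP strain; ratio of sample median GFP to plate DMSO average so 100% = DMSO; lower means less RPL19A-GFP as with rapamycin TOR inhibition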
AGP1-GFP MLPCN: modulators of TOR pathway AGP1-GFP in S. cerevisiae. S. cerevisiae AGP1-GFP multiplex flow cytometry, 3 h; GFP as percent of DMSO wells. GFP response vs DMSO, % at 10 µM. actives 0.02% (n = 320,000);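 active = GFP response relative to DMSO above a set limit, near screen average plus 3 SD, cut at about 150% in these data; inconclusive = fewer than 70 cells counted for the yeast strain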;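 also: median GFP channel fluorescence of the gated AGP1 strain per well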
GRK2 inh: inhibitors of human GRK2 displacing RNA aptamer. P25098. bead flow cytometry, FAM-aptamer displacement from GRK2. inhibition of aptamer binding, % at 10 µM. actives 0.59% (n = 330,000). AID 488847;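 active = inhibition of aptamer binding above 40%, roughly 3 SD of noise, on plates passing a quality check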;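 also: median bead fluorescence of bound FAM aptamer so fluorescent compounds give negative values; no value below 0 was filed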
MEP2-GFP yeast: modulators of TOR pathway MEP2-GFP in S. cerevisiae | S. cerevisiae MEP2-GFP strain, flow cytometry GFP, 3 h; 100% = DMSO control level | GFP response vs DMSO, % at 10 µM | actives 0.51% (n = 330,000) | AID 2016;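 active = GFP response versus DMSO above a set limit, roughly screen mean plus 3 SD, cut at about 180% in these data; inconclusive = fewer than 70 cells counted for a yeast strain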;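 also: median GFP fluorescence of the barcode-gated MEP2-GFP cells per well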
VLA-4 inh: inhibition in a human VLA-4 binding assay; P13612; VLA-4 expressing cells, ligand binding flow cytometry; inhibition, % (about 7 µM as worked out from the volumes in the protocol); actives 0.2% (n = 330,000); AID 2557; in the data active = inhibition above about 50%
Target sequence (P13612 whole entry, looked up): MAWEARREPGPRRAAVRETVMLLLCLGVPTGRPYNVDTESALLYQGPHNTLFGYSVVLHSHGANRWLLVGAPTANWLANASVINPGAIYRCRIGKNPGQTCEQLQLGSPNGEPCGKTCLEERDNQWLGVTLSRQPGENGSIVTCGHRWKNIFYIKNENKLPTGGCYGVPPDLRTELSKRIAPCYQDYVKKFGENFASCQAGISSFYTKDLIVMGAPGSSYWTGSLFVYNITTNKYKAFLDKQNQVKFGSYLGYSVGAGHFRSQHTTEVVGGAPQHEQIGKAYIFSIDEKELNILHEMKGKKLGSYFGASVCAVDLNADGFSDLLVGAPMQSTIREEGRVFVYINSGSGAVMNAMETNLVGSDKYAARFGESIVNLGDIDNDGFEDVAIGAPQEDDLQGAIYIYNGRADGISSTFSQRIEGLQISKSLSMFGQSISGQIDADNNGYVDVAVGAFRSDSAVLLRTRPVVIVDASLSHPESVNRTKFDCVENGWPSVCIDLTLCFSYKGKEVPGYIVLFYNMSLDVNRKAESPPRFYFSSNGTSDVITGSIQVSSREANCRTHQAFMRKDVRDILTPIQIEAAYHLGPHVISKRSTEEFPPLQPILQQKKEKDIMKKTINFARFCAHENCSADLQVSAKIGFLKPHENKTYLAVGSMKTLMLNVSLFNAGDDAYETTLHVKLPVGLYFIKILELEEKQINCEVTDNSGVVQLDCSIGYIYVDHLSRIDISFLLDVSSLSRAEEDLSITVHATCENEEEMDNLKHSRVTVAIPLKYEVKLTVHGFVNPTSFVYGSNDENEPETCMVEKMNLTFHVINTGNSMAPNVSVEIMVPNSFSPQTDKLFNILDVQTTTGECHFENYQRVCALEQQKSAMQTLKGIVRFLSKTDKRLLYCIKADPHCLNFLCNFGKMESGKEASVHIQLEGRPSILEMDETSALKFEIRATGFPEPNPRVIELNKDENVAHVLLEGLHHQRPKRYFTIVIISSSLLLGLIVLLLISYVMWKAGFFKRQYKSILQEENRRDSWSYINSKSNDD
CIT2 TOR yeast: alters CIT2-GFP fluorescence in TOR pathway yeast screen | S. cerevisiae CIT2-GFP strain, flow cytometry, 3 h; 100 means same as DMSO wells | AID 2029 | actives 0.065% (n = 320,000) | GFP response vs DMSO, % at 10 µM;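 active = GFP response relative to DMSO above a set limit, near the screen mean plus 3 SD, cut at about 150% in these data; inconclusive = Fewer than 70 cells measured for a yeast strain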;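 also: ratio of well median GFP fluorescence to mean of DMSO wells on the plate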
LAP4-GFP MLPCN: modulators of TOR pathway LAP4-GFP in S. cerevisiae; GFP response vs DMSO, % at 10 µM; AID 2023; S. cerevisiae LAP4-GFP multiplex, flow cytometry GFP, 3 h; median GFP as percent of DMSO wells; actives 0.34% (n = 320,000);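 active = GFP response vs DMSO above a set limit, about the screen mean plus 3 SD, cut at about 150% in these data; inconclusive = under 70 cell events counted for the yeast strain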
An asterisk follows results filed as active; i = inactive; ? = inconclusive; . = not tested or not shown; & = joins results of further samples; [ ] = another dose, or the depositor's remark.

SMILES	JMJD2C inh	RPL19A TOR yeast	AGP1-GFP MLPCN	GRK2 inh	MEP2-GFP yeast	VLA-4 inh	CIT2 TOR yeast	LAP4-GFP MLPCN
Cc1ccccc1CCN1CCCC(CN(C)CC(C)(C)C)C1 (stereo unspecified)	0	101	22	0	96	4	99	81
CC(C)Nc1nc(NC(C)C)nc(Oc2ccc(/C=N/O)cc2)n1	-13	101	104	3	106	0	103	99
COc1ccc(C)cc1NC(=O)CN(c1ccccc1)S(C)(=O)=O	-5	92	91	1	97	-3	88	89
Cc1cccc(OCCCC(=O)NC(C)C)c1	-15	92	90	1	90	4	85	99
CC1CCCCN1C(=O)C12CCC(C)(/C(=N/O)C1)C2(C)C (stereo unspecified)	6	101	99	0	100	34	105	96
NNC(=O)c1[nH]c2ccc(Cl)cc2c1-c1ccccc1	4	98	101	0	96	-2	98	115
O=S(=O)(c1ccc(Oc2ccc(Br)cc2F)nc1)N1CCCCC1	-5	98	100	0	98	-3	103	98
CC(=O)c1cc(C#N)c(SCc2ccc([N+](=O)[O-])cc2)nc1C	11	100	107	0	114	-2	111	106
COc1ccc(N(CC(=O)NCC2CCCO2)C(=O)CCC(=O)Nc2nccs2)c(OC)c1 (stereo unspecified)	-2	111	101	9	110	4	109	92
CC(C)(C)C(=O)NNC(=O)COc1ccc2ccccc2c1Br	8	103	112	0	107	5	96	113
C=CCn1c(P(C)(=O)O)nc2ccccc21	0&-19	95&101	91&89	0&1	90&100	-5&6	91&101	98&87
COc1ccc2c(=O)c(-c3ccccc3)coc2c1	5	98	92	1	100	40	92	107
COc1ccc(N2C(=O)C(Cl)=C(N3CCCC3)C2=O)cc1	-1	100	105	1	101	1	101	112
CC(=O)C(Sc1ncnc2sc3c(c12)CCCC3)C(C)=O	-4	97	96	0	95	-4	99	99
COC(=O)c1cnn(-c2nc(OC)cc(OC)n2)c1C	1	96	94	0	99	7	97	99
CCC(=O)NC(=S)Nc1ccc2oc(-c3ccc(OC)cc3)nc2c1	-24	97	98	2	109	9	92	93
CO/N=C(/C(=O)N[C@@H]1C(=O)N2C(C(=O)O)=CCS[C@H]12)c1cnc(N)s1	1	93	88	0	90	13	96	99
CN(CC1COCCO1)C(=O)c1cc(COc2c(F)cccc2F)on1 (stereo unspecified)	10	103	103	1	114	-12	99	112
COc1ccc(S(N)(=O)=O)cc1C(=O)NCC(C)(C)N1CCOCC1	-1	100	102	0	99	-9	104	106
Cc1cc2c(cc3c(=O)n(CC(=O)NCCCN4CC(C)CC(C)C4)ncn32)s1 (stereo unspecified)	35	105	104	0	103	-4	108	98
CCNC(=O)NC(=O)C(C)OC(=O)c1cc(S(=O)(=O)N2CCCCCC2)ccc1OC (stereo unspecified)	1	102	103	4	100	5	87	101
CCOc1ccccc1NC(=O)c1ccoc1C	-2	96	94	0	102	5	81	94
Cc1cc(C)nc(/N=C(\N)Nc2ccc([N+](=O)[O-])cc2)n1	6	102	105	2	103	5	96	99
CCC(c1nnnn1CCc1ccccc1)N(Cc1ccco1)Cc1cc2cc(C)cc(C)c2[nH]c1=O (stereo unspecified)	3	94	94	3	93	4	94	93
CC(C)(C)c1cc(S(=O)(=O)CCc2ccncc2)cc(C(C)(C)C)c1F	8	106	103	0	102	5	108	92
Cc1ccc(S(=O)(=O)N=Nc2c(O)[nH]c3ccccc23)cc1	-12	98	99	0	99	4	95	98
CCOC(=O)CCCCC(=O)c1[nH]c(=O)[nH]c1CSc1nc(C)cc(C)n1	9	93	100	0	100	13	92	96
COCCNC(=O)CSc1nnc(-c2ccccc2F)n1Cc1ccccc1	16	109	105	1	104	29	107	92
CCCCCC(=O)NC(NC(=S)N1CCOCC1)C(Cl)(Cl)Cl (stereo unspecified)	14	103	97	0	102	3	101	97
Cc1cc(NS(=O)(=O)c2ccc(NC(=O)COc3ccc(Cl)cc3Cl)cc2)no1	2	92[may fluoresce green]	99[may fluoresce green]	0	106[may fluoresce green]	-5	118[may fluoresce green]	107[may fluoresce green]

Three compounds drawn at random from those above:
SMILES	JMJD2C inh	RPL19A TOR yeast	AGP1-GFP MLPCN	GRK2 inh	MEP2-GFP yeast	VLA-4 inh	CIT2 TOR yeast	LAP4-GFP MLPCN
CCNC(=O)NC(=O)C(C)OC(=O)c1cc(S(=O)(=O)N2CCCCCC2)ccc1OC (stereo unspecified)	1	102	103	4	100	5	87	101
Cc1cc(C)nc(/N=C(\N)Nc2ccc([N+](=O)[O-])cc2)n1	6	102	105	2	103	5	96	99
CCC(c1nnnn1CCc1ccccc1)N(Cc1ccco1)Cc1cc2cc(C)cc(C)c2[nH]c1=O (stereo unspecified)	3	94	94	3	93	4	94	93

Next section:
SMILES	JMJD2C inh	RPL19A TOR yeast	AGP1-GFP MLPCN	GRK2 inh	MEP2-GFP yeast	VLA-4 inh	CIT2 TOR yeast	LAP4-GFP MLPCN
CC(C)CC(NC(=O)C1CCCN1C(=O)[C@@H](C)NC(=O)OCc1ccccc1)C(=O)NCC(N)=O (stereo partly specified)	-11	103	97	1	102	8	95	90
CC1C(=O)N2CCCc3cc(NC(=O)C4CCCCC4)cc1c32 (stereo unspecified)	?	84	85	0	95	3	83	87
COc1cc2c(=O)n(CCC(=O)NCC3CCCO3)c(=O)n(CC(=O)Nc3ccc(C)c(C)c3)c2cc1OC (stereo unspecified)	8	102	104	0	103	14	108	97
COc1ccccc1NS(=O)(=O)c1cc(NC(=O)C2=NNC(=O)CC2)ccc1C	.	102	94	3	98	-63	93	102
CC(C)Oc1ccccc1-c1nc(SCC(=O)O)n[nH]1	18	112	114	2	106	0	112	107
CCOc1ccc(CCNC(=O)COC(=O)c2oc3ccccc3c2COC)cc1OCC	5	96	97	0	105	5	90	104
O=C(CSc1ncc(-c2ccc(F)cc2)[nH]1)Nc1cccc(O)c1	8	95	90	1	87	6	.	86
O=C(Oc1ccc(Br)cc1C(=S)N1CCOCC1)c1cccc([N+](=O)[O-])c1	11	100	96	4	104	-16	97	93
CCOC(=O)/C(C#N)=C\c1ccc(OCC(=O)Nc2ccc(C)cc2C)c(OC)c1	7	99	103	1	107	-6	98	100
CCCOc1ccc2cc(C(=O)NCc3ccccc3)c(=O)oc2c1	-5	108	94	1	107	-9	91	94
CCn1c(C(c2ccccc2)c2ccccc2)n[nH]c1=S	-8	.	98	0	104	12	95	96
CCN(CC)c1nc(OC)nc(-n2nnc(C(C)=O)c2C)n1	0	100	100	0	105	0	100	111
CCCNc1nc(C)c(C(C)=O)cc1C#N	-7	.	108	0	108	-2	105	98
Cc1ccc(C)c(NC(=O)CSc2ccc(-c3cccs3)nn2)c1	1	?	?	0	?	8	?	?
O=C(Nc1ccc2c(c1)OCCO2)c1cccc(Br)c1	-13	109	99	1	120	4	101	105
Cc1ccc(NC(=O)C(c2ccccc2)c2ccccc2)nc1	-3	102	102	0	96	2	93	94
Cc1ccc(S(=O)(=O)NCC(=O)N(CC(=O)NCc2ccco2)Cc2ccccc2)cc1	-22	97	97	2	105	17	112	97
CC1(C)Oc2ccc3ccc(=O)oc3c2C(/C=N/O)C1=O (stereo unspecified)	-2	102	103	0	101	-4	100	92
O=C(Nc1cc(-c2ccccc2)[nH]n1)c1ccc(Cl)cc1	13	102	100	0	103	2	100	112
CON(C)S(=O)(=O)c1cccc(C(=O)Oc2ccc(N(C)S(=O)(=O)c3ccccc3)cc2)c1	7	105	113	1	97	4	98	106
CCOc1ccc(N(CC)C(=O)CCS(=O)(=O)c2cccc3nonc23)cc1	-2	100	100	2	98	7	97	94
CCOc1ccc(N=Cc2c(O)c3ccccc3oc2=O)cc1	8	98	86	1	100	-10	98	92
CCCCn1c(=O)[nH]c2c(oc3ccccc32)c1=O	6	100	97	0	103	-6	102	96
CCCn1c(N2CCOCC2)nc2c1c(=O)[nH]c(=O)n2C	1	100	104	2	98	-8	102	99
COc1ccc(CC(=O)OCC(=O)Nc2cc(Cl)ccc2C)cc1	-2	101	93	0	103	7	100	97
N/C(=N\OC(=O)c1csnn1)c1ccc(C(F)(F)F)cc1	4	95	101	2	101	5	95	109
Cc1ccc(-c2noc(CCCc3ccccc3)n2)cc1	0	97	105	1	100	1	97	99
C#CCCCc1nc2ccccc2c(=O)n1N	-1	95	91	2	100	12	93	88
Cc1cc(C)n(-c2ccc(C(=O)N3CCN(c4ccccn4)CC3)cc2)n1	3	103	105	0	105	11	104	99
CCCCN(C)C/C(O)=C(\C#N)c1nc(-c2ccccc2)cs1	1	103	106	2	104	4	107	100
COc1ccc(N(CC(=O)N2CCCCC2)S(=O)(=O)c2ccccc2)c(OC)c1	-4	105	102	0	107	2	96	102
N=c1n(CCO)c2ccccc2n1CCN1CCCCC1	6	111	103	0	95	-6	99	105
COCC(C)N1CCC(Oc2ccc(C(=O)N3CCCC3)cc2)CC1 (stereo unspecified)	-4	112	108	0	107	-13	110	91
Cc1onc(-c2ccccc2)c1C(=O)Nc1ccc(S(=O)(=O)N2CCOCC2)cc1	-2	100	103	0	100	-2	101	92
O=C(COc1ccccc1[N+](=O)[O-])N/N=C/c1ccc(O)cc1	-9	102	103	0	84	16	114	84
Cc1ccc(-n2ncc3c2CCCC3NC(=O)CCC2=NNC(=O)CC2)cc1C (stereo unspecified)	4	95	98	0	89	-17	94	91
CCOc1cc2[nH]c(=O)n(CCCC(=O)NCc3ccco3)c(=O)c2cc1OCC	3	95	94	2	101	-6	95	91
O=S(=O)(c1ccc(Nc2ccc3c(c2)OCO3)nc1)N1CCOCC1	-9	97	104	1	103	20	101	95
CCCNC(=O)Cn1c(=O)n(CC(=O)N2CCCCC2)c(=O)c2sccc21	-21	102	96	0	105	9	101	96
CCOc1ccccc1C1c2[nH]c3ccccc3c2C[C@H]2C(=O)N(C3CC3)CC(=O)N12 (stereo partly specified)	0	99	102	0	101	-10	105	101
O=c1c(Cc2c(F)cccc2Cl)c(O)ccn1CCCn1ccnc1	2	99	99	0	99	25	98	89
Cn1c(SCC(=O)NCC2CCCO2)ncc(C(=O)Nc2ccccc2)c1=O (stereo unspecified)	-10	98	98	0	104	-10	97	102
O=C(/C=C/c1cccc([N+](=O)[O-])c1)Nc1ccccc1N1CCOCC1	-25	98	94	5	94	0	93	97
CCCCc1ccc(NC(=O)CSc2nc(=O)n(CCN(CC)CC)c3c2CCC3)cc1	49	104	111	0	106	13	106	97
Oc1ccccc1C=NCCCCCCN=Cc1ccccc1O	5	98	102	0	97	-9	100	97
CCOc1ccc(N(CC(=O)NCCc2ccc(C)cc2)S(=O)(=O)c2c(C)noc2C)cc1	-18	100	104	0	113	9	100	100
COc1ccc(CN(C(=O)c2ccco2)C2CC(C)N(C)CC2C)cc1 (stereo unspecified)	4	96	96	0	103	-5	99	98
O=C(CN(CCN1CCOCC1)C(=O)Cn1nnc(-c2ccc(F)cc2)n1)NC1CCCCC1	22	97	98	0	98	-4	93	101
CC(C)c1ccc(/C=C2\C(=O)N(CCN3CCOCC3)C(=S)N2C)cc1	i	93	.	0	93	7	92	100
COC(=O)c1cc(S(=O)(=O)Nc2cc(OC)cc(OC)c2)c[nH]1	-6	97	103	5	99	8	100	112
O=C(NC1CCCC1)C1CCCN(S(=O)(=O)c2cccc3cccnc23)C1 (stereo unspecified)	2	97	104	1	107	14	108	92
COC(=O)c1cn(CC(=O)N2CCCCC2C)c2ccccc12 (stereo unspecified)	1	98	107	0	111	-15	113	105
